# hIAP activ – increases human intestinal alkaline phosphatase activity. AID 2524. P09923. 330,000 tested, 0.16% active. purified human IAP, CDP-Star luminescence, 30 min; stronger effect = higher value; 1 = vehicle-only enzyme, 0 = enzyme-free background. activation factor at 10 µM;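 active means activation factor of the enzyme at least 2-fold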; further: the source names both 10 and 20 µM as test concentration; values of inactives mirror those of a sister screen read the other way
# Target sequence (P09923 whole entry, looked up): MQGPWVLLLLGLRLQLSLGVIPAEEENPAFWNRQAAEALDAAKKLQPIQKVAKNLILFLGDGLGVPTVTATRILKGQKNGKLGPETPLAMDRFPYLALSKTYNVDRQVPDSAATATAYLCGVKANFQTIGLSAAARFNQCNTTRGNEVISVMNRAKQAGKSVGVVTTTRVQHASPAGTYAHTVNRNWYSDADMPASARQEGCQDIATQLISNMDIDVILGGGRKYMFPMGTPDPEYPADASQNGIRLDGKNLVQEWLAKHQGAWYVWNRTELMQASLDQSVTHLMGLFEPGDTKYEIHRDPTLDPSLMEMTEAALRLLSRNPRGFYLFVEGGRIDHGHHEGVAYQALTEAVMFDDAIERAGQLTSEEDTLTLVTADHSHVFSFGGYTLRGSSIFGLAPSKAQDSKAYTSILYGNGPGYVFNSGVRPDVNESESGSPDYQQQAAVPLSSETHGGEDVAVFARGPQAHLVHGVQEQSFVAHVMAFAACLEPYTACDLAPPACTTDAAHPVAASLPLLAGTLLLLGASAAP
# mIAP inh – blocks mouse intestinal alkaline phosphatase. inhibition, % at 10 µM. 330,000 tested, 0.2% active. purified mouse IAP, CDP-Star luminescence, 30 min;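 active means inhibition of at least 40% at 10 µM in the primary screen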;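 further: plate controls were DMSO with enzyme for no effect and no enzyme wells for full effect; values of inactives mirror those of a sister screen read the other way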
# mIAP act – mouse IAP activation | muIAP, CDP-Star luminescence, 30 min; stronger effect = higher value; 1 = vehicle-only enzyme signal, 0 = enzyme-free wells | activation factor at 10 µM | 330,000 tested, 0.24% active;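 active means activation factor of at least 2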; further: the source names both 10 and 20 µM as test concentration; values of inactives mirror those of a sister screen read the other way
#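 Assay system: mouse IAP enzyme; reagent: chemiluminescent substrate CDP-Star; dosing: test compounds delivered from DMSO solution; schedule: 30 min at room temperature; measured by: luminescence from enzymatic CDP-Star hydrolysis; controls: DMSO-only wells and no-enzyme negative control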
# beta cell repl – induces beta-cell replication in MIN6 cells | MIN6 cells proliferation, ATPlite luminescence, 48 h; cells starved in 0.2% serum; 100% = growth in 10% serum | proliferation, % at 10 µM | 330,000 tested, 0.29% active | AID 2380;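 active means compounds whose signal lies at least 3.5 SD above the mean of all wells on their plate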;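 further: 0% = DMSO-treated cells in low-serum medium and 100% = 10% serum control; some compounds called inactive have numbers as strong as hits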
# MPTP block – permeability transition pore inhibition | isolated mouse mitochondria, Ca2+ swelling absorbance, 30 min | inhibition, % at 10 µM | 360,000 tested, 1.4% active;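 active means inhibition of 50% or more, scaled per plate between neutral and stimulator controls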;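 further: 0% = DMSO wells given calcium and 100% = 1 mM EGTA wells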
# NR3A LBD binder – modulates the human NR3A ligand-binding domain. NR3A LBD differential scanning fluorimetry, Tm shift; 0% = protein alone, 100% = glycine-bound protein. Tm shift relative to glycine control, % at 25 µM. 340,000 tested, 2.5% active;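 active means melting temperature shift of at least 10% of the positive control shift, at one fixed dose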
# A3G deaminase – inhibitors of human APOBEC3G DNA deaminase; Q9HC16; recombinant A3G, ssDNA deamination FAM/TAMRA fluorescence; inhibition, % at 20 µM; 330,000 tested, 0.28% active;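 active means inhibition of at least 40% at 20 µM, with no more than 30% in the related APOBEC3A deaminase screen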;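 further: plate controls were DMSO wells with A3G for no effect and wells lacking A3G enzyme for full effect; some compounds called inactive have numbers as strong as hits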
# APOBEC3A inh – human APOBEC3A DNA deaminase inhibition | P31941 | recombinant A3A, FAM/TAMRA ssDNA deamination fluorescence | inhibition, % at 20 µM | 330,000 tested, 0.41% active;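 active means at least 40% inhibition at 20 µM here, with at most 30% in a related deaminase screen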;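 further: plate controls were A3A with DMSO for no effect and wells lacking A3A enzyme for full effect; some results filed as inactive read as strong as hits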
# hIAP inh – blocks human intestinal alkaline phosphatase; P09923; purified IAP, CDP-Star luminescence, 30 min; inhibition, % at 10 µM; 330,000 tested, 0.12% active; AID 2544;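 active means inhibition reaching a set limit with compound at 10 µM in the primary screen, cut at about 35% in these data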;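 further: plate controls were DMSO wells with enzyme for no effect and no-enzyme buffer wells for full effect; values of inactives mirror those of a sister screen read the other way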
# The depositor's hits bear a star. The list is partial; rates above refer to the full screens.
1	Cc1ccc2c(c1)=C/C(=C\c1c(O)[nH]c(=O)[nH]c1=O)C(=O)N=2
2	CN(C)C(Cc1ccccc1)C(=O)c1c[nH]c2ccccc12 (stereo not drawn)
3	CC(N)C(=O)c1ccco1 (stereo not drawn)
4	CCc1ccccc1NC(=O)CNC1CCCCC1
5	O=C1NC(=S)N(c2ccc(Br)cc2)C(=O)/C1=C/N1CCN(C(=O)c2ccco2)CC1
6	CN(C)P(=S)(Nc1ccccc1)C(Cl)(Cl)Cl (stereo not drawn)

Screen / compound no.,1,2,3,4,5,6
hIAP activ,1.1,0.89,1.1,0.97,1,1
mIAP inh,-4,4,-2,-7,28,-2
mIAP act,1,0.96,1,1.1,0.72,1
beta cell repl,-2,-5,-2,-3,-2,1
MPTP block,-1.1,-0.8,0.6,-1.3,0.9,1.4
NR3A LBD binder,-2,2,-1,1,-9,2
A3G deaminase,4,-6,-6,3,7,0
APOBEC3A inh,2,-3,-1,2,-1,-1
hIAP inh,-9,11,-10,3,-3,-4

7	O=C(c1ccccc1)c1ccccc1N=Cc1c(O)[nH]c(=O)[nH]c1=O
8	CSCc1nnc2n1-c1ccc(Cl)cc1C(c1ccccc1)=NC2
9	COC(=O)C1=C(c2ccc(OC)c(OC)c2)C[C@@H]2CC[C@H]1N2C(=O)NCc1ccco1
10	CCCCn1c(=O)c(C(=O)Nc2ccccc2S(N)(=O)=O)c(O)c2ccccc21
11	CCCCC(=O)N/N=C/c1c(O)n(CCc2ccccc2)c(=O)[nH]c1=O
12	COc1ccc(-c2nc(CS(=O)CC(=O)N3CCC4(CC3)OCCO4)c(C)o2)cc1 (stereo not drawn)

Screen / compound no.,7,8,9,10,11,12
hIAP activ,1.1,1,0.95,0.97,0.92,0.92
mIAP inh,-3,-10,6,13,2,-5
mIAP act,1,1.1,0.94,0.87,0.98,1.1
beta cell repl,5,-3,-2,-6,-1,2
MPTP block,-2.2,-0.3,0.1,-2.3,-2.5,1.0
NR3A LBD binder,0,-7,-3,0,-1,4
A3G deaminase,-3,-12,-5,-1,-7,-3
APOBEC3A inh,-1,-2,-1,3,-3,-1
hIAP inh,-8,-2,5,3,8,8

# In the list so far, 2 contain a Cl atom.
6	CN(C)P(=S)(Nc1ccccc1)C(Cl)(Cl)Cl (stereo not drawn)
8	CSCc1nnc2n1-c1ccc(Cl)cc1C(c1ccccc1)=NC2

Screen / compound no.,6,8
hIAP activ,1,1
mIAP inh,-2,-10
mIAP act,1,1.1
beta cell repl,1,-3
MPTP block,1.4,-0.3
NR3A LBD binder,2,-7
A3G deaminase,0,-12
APOBEC3A inh,-1,-2
hIAP inh,-4,-2

# Only beta cell repl, for some of the entries so far:
no. | smiles | beta cell repl
7 | O=C(c1ccccc1)c1ccccc1N=Cc1c(O)[nH]c(=O)[nH]c1=O | 5
8 | CSCc1nnc2n1-c1ccc(Cl)cc1C(c1ccccc1)=NC2 | -3
9 | COC(=O)C1=C(c2ccc(OC)c(OC)c2)C[C@@H]2CC[C@H]1N2C(=O)NCc1ccco1 | -2
10 | CCCCn1c(=O)c(C(=O)Nc2ccccc2S(N)(=O)=O)c(O)c2ccccc21 | -6
11 | CCCCC(=O)N/N=C/c1c(O)n(CCc2ccccc2)c(=O)[nH]c1=O | -1
12 | COc1ccc(-c2nc(CS(=O)CC(=O)N3CCC4(CC3)OCCO4)c(C)o2)cc1 (stereo not drawn) | 2

# (continued)
13	CCN(CC)C(=O)c1ccc2c(c1)C1C(Cl)C(Sc3ccccc3[N+](=O)[O-])CC1C(C(=O)O)N2 (stereo not drawn)
14	COc1ccccc1N1CCN(Cc2ccc(SC)cc2)CC1
15	Cc1nn(Cc2c(Cl)cccc2Cl)c(Cl)c1C(=O)O
16	CN1c2ccc([N+](=O)[O-])cc2CC2(C(=O)NC(=O)NC2=O)C1c1ccccc1 (stereo not drawn)
17	Cc1nn(Cc2ccccc2)c(C)c1C(=O)OCC(=O)Nc1cc(S(C)(=O)=O)ccc1Cl
18	O=c1[nH]c(O)c(C=Nc2cc(F)cc(F)c2)c(=O)[nH]1
19	O=C(c1ccccc1F)c1cn(CC(=O)N2CCCC2)c2ccccc12

Screen / compound no.,13,14,15,16,17,18,19
hIAP activ,0.96,1.2,1.1,1.2,1.1,1.1,0.98
mIAP inh,25,-4,0,7,-13,-5,-15
mIAP act,0.75,1,1,0.93,1.1,1.1,1.1
beta cell repl,-4,3,-3,0,-2,1,0
MPTP block,12,-0.9,-0.3,0.2,0.2,1.2,3.5
NR3A LBD binder,0,-2,-1,-1,-1,-1,1
A3G deaminase,34,-4,0,-8,-5,-7,-1
APOBEC3A inh,16,-4,1,-1,3,-1,0
hIAP inh,4,-16,-15,-19,-15,-6,2

# Two of these compounds, reformatted.
# The line under a structure holds: hIAP activ	mIAP inh	mIAP act	beta cell repl	MPTP block	NR3A LBD binder	A3G deaminase	APOBEC3A inh	hIAP inh
13. CCN(CC)C(=O)c1ccc2c(c1)C1C(Cl)C(Sc3ccccc3[N+](=O)[O-])CC1C(C(=O)O)N2 (stereo not drawn)
 : 0.96	25	0.75	-4	12	0	34	16	4
14. COc1ccccc1N1CCN(Cc2ccc(SC)cc2)CC1
 : 1.2	-4	1	3	-0.9	-2	-4	-4	-16

# Screens (PubChem)
